From PubChem BioAssay
RXFP1 antagonist: blocks the human relaxin receptor RXFP1; actives 0.59% (n = 350,000); HEK293-RXFP1, relaxin-stimulated cAMP HTRF, 30 min; stronger effect = lower value; Q9HBX9; activity change, negative = inhibition, % at 57.5 µM;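 active means activity change of -60% or lower, but not beyond a set lower limit; inconclusive means change between -60% and -40%, or beyond the set limit; inactive means change above -40%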; further: on the % scale 0 is the no-effect control and ±100 the full control effect
D2 PAM: positive allosteric modulators of human D2 dopamine receptor | P14416 | potentiation, % at 10 µM | actives 0.34% (n = 340,000) | AID 485347 | HEK293 T-REx D2, calcium flux, EC20 dopamine potentiation;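 active means potentiation over 3 SD above the plate norm, cut at about 30% in these data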; further: 0% is about no effect
Target sequence (P14416 whole entry, looked up): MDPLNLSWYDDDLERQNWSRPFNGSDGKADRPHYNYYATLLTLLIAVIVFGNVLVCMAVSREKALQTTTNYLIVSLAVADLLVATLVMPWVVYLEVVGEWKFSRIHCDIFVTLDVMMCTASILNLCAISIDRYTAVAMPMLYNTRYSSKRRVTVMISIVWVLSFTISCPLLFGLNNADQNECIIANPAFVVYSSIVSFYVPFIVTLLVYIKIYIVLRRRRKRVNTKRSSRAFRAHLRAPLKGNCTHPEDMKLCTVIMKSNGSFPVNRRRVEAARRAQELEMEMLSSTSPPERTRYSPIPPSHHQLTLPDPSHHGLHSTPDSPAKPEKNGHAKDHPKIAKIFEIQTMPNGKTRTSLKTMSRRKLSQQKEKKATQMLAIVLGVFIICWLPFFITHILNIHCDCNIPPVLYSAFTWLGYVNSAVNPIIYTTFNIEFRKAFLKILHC
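Cells plated with tetracycline inducer and held overnight at 30 C; calcium dye loaded 30–90 min at room temperature; baseline taken, compound added and read 180 s; EC20 dopamine then added and read 180 s.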
RXFP1 agonist: RXFP1 (human) receptor agonism; HEK293T-RXFP1 cAMP TR-FRET, 30 min; response scale: percent of porcine relaxin response, buffer zero; AID 2676; Potency, µM (titrated, usually from 57.5 µM), for the others: top-dose activation, usual class: activators; actives 0.3% (n = 370,000); Q9HBX9; further: potency means the concentration at half of the fitted maximal effect; on the % scale 0 is the no-effect control and ±100 the full control effect; nearly all actives have a fitted effect of over 60% in size; many of its hits are not listed in these tables
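cAMP rise read by TR-FRET after 30 min, 37C compound exposure (up to 58 uM) in RXFP1-transfected HEK293 cells with Ro 20174 present. EC50 from Hill-equation fits, with 29 nM porcine relaxin as 100% and buffer as basal.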
D1 ag: agonists of human D1 dopamine receptor; activation, % at 2 µM; HEK293 T-REx D1 cells, calcium flux, agonist mode; actives 1% (n = 360,000); in the data active means activation above about 30%; further: 0% is about no effect
Target sequence (P21728 whole entry, looked up): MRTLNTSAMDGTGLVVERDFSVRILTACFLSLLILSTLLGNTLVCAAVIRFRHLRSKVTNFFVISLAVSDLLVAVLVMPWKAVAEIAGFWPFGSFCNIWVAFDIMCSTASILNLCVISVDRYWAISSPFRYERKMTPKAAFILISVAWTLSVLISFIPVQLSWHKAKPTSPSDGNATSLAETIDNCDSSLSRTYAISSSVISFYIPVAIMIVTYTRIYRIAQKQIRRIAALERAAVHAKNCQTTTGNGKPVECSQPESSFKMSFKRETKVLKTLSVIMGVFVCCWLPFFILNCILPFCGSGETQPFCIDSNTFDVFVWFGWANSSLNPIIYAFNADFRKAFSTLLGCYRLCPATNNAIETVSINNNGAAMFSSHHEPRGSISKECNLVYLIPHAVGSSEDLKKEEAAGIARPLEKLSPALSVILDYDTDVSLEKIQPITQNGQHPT
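Inducible HEK293 T-REx D1 cells, force-coupled to calcium signalling, were plated at 4000 cells/well with tetracycline and held overnight at 30 C. After no-wash calcium dye loading, compound-evoked calcium rise over 180 s flagged agonists.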
Apoferritin bind: candidate novel general anesthetic via apoferritin binding; Potency, µM (doses to about 77.5 µM), for inactives: at the highest dose activity change, negative = displacement, actives largely listed as inhibitors; apoferritin/1-aminoanthracene competitive binding, fluorescence; P02791; actives 0.074% (n = 350,000); further: potency means the concentration at half of the fitted maximal effect; on the % scale 0 is the no-effect control and ±100 the full control effect; nearly all actives have a fitted effect of over 20% in size
Target sequence (P02791 2-175 limits assumed): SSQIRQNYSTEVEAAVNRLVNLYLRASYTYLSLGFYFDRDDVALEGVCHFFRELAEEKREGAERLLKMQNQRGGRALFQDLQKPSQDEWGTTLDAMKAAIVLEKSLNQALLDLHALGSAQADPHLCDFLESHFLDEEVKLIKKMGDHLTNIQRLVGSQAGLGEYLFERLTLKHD
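Apoferritin-based anesthetic binding model; compound displacement of fluorescent 1-AMA measured as endpoint fluorescence after 10 minutes at room temperature, scaled to free-ligand and complex controls.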
D1 antag: antagonists of human D1 dopamine receptor. actives 3.2% (n = 360,000). HEK293 TREx D1 cells, calcium flux, dopamine EC80; stronger effect = lower value. activity change, negative = inhibition, % at 10 µM; in the data active means activity change below about -30%; further: on the % scale 0 is the no-effect control and ±100 the full control effect
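Calcium flux readout: force-coupled, inducible Hek293 Trex D1 line, cells induced overnight at 30 C with tetracycline, dye-loaded 30–90 min at RT. Antagonism scored against EC80 dopamine challenge given 180 s after compound.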
TRHR ag: activates the human TRH receptor. AID 493084. activation, % at 2 µM. TRHR cells, calcium flux fluo-8, FDSS agonist mode. actives 0.18% (n = 360,000); in the data active means activation above about 30%; further: 0% is about no effect
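TRHR-expressing cells, plated overnight in medium with 10% serum, were loaded with fluo-8 calcium dye at room temperature. After a 10 s baseline, library compound was pin-added and calcium release was recorded kinetically (ex 480/em 530) as agonist response.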
TRHR enhancer: allosterically enhances the human TRH receptor; actives 0.66% (n = 360,000); P34981; TRHR cells, fluo-8 calcium fluorescence, EC20 TRH enhancement; enhancement, % at 2 µM; in the data active means enhancement above about 30%; further: 0% is about no effect
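Enhancer read-out: after compound pinning and an initial kinetic agonist-mode read, an EC20 of TRH (10 nM final) was injected and fluo-8 calcium signal (Ex 480/Em 530) followed at 1 s/cycle for 100 cycles in TRHR-expressing cells.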
D1 potentiator: enhances dopamine response at the human D1 receptor | P21728 | HEK293 TREx D1 cells, calcium flux, dopamine EC20 potentiation | potentiation, % at 10 µM | actives 0.036% (n = 360,000) | AID 504651; in the data active means potentiation above about 30%; further: 0% is about no effect
* hit, by the source's call. Unless noted, the call rests on the fitted dose curve; in most records, active means well fitted curve in the direction sought with a large enough effect; inconclusive means small, poorly fitted or top-dose-only effect, or another doubt; inactive means no such curve, though single readings can be large; an effect the other way counts as inactive or inconclusive. The list is partial; rates above refer to the full screens.

COc1ccc(S(=O)(=O)N2CCN(C3CC4CCC3C4)CC2)cc1 (stereo not drawn) was read as RXFP1 antagonist -31, D2 PAM -5, RXFP1 agonist -1.3%, D1 ag 3, Apoferritin bind 2%, D1 antag -1, TRHR ag -1.3, TRHR enhancer -4 and D1 potentiator -11.
CCn1nc(C)cc1C(=O)N1CCCC(N2CCN(c3cccc(Cl)c3)CC2)C1 (stereo not drawn) was read as D2 PAM -1, RXFP1 agonist -0.6%, D1 ag 3, Apoferritin bind -9%, D1 antag -54*, TRHR ag -0.6, TRHR enhancer -1 and D1 potentiator -11.
CC(C)[C@H](NC(=O)c1ccccc1)C(=O)OCC(=O)N1CC2(C)CC1CC(C)(C)C2 (stereo partly drawn) was read as RXFP1 antagonist -10, D2 PAM -9, RXFP1 agonist 0.0%, D1 ag 2, Apoferritin bind 3%, D1 antag 14, TRHR ag -0.3, TRHR enhancer -3 and D1 potentiator 5.
`C[C@@H]1CC2[C@@H]3CC[C@H]4CC(=O)CC[C@]4(C)C3=CC[C@]2(C)[C@@]1(O)C(=O)CO` (stereo partly drawn) gave RXFP1 antagonist -28, D2 PAM 5, RXFP1 agonist 1.0%, D1 ag 21, Apoferritin bind inconclusive, D1 antag -30, TRHR ag -0.1, TRHR enhancer 2 and D1 potentiator -4.
For COc1ccc(N(C(=O)c2ccncc2)S(=O)(=O)c2ccc(F)cc2)cc1 the results were D2 PAM 9, RXFP1 agonist -0.9%, D1 ag 2, Apoferritin bind -13%, D1 antag -14, TRHR ag -0.7, TRHR enhancer 12 and D1 potentiator 2.
Screening CCOC(=O)c1ccc(NS(=O)(=O)c2ccc(-c3cc(C)no3)cc2)cc1 returned RXFP1 antagonist -11, D2 PAM -1, RXFP1 agonist 0.2%, D1 ag 24, Apoferritin bind 2%, D1 antag 5, TRHR ag 1.7, TRHR enhancer 2 and D1 potentiator -1.
Screening CCOc1cc(NC(=O)C2CC2)c(OCC)cc1NC(=O)CCn1nnc2ccccc21 returned RXFP1 antagonist 0, D2 PAM -2, RXFP1 agonist 0.4%, D1 ag 0, Apoferritin bind -3%, D1 antag 6, TRHR ag 0.2, TRHR enhancer 1 and D1 potentiator -1.
Screening COc1ccccc1/C=C1/C(=O)ON=C1C returned RXFP1 antagonist 7, D2 PAM 0, RXFP1 agonist 0.0%, D1 ag 2, Apoferritin bind -8%, D1 antag 7, TRHR ag 1.5, TRHR enhancer 2 and D1 potentiator 4.
`COc1ccc(N(C(=O)C(C)C)S(=O)(=O)c2ccc3c(c2)n(C)c(=O)n3C)cc1` gave RXFP1 antagonist 2, D2 PAM -5, RXFP1 agonist 0.7%, D1 ag 4, Apoferritin bind -15%, D1 antag -12, TRHR ag 0.1, TRHR enhancer -1 and D1 potentiator -1.
Screening Cc1[nH]c2ccccc2c1SCC(=O)Nc1nccs1 returned RXFP1 antagonist -2, D2 PAM 5, RXFP1 agonist -0.5%, D1 ag 2, Apoferritin bind -10%, D1 antag 6, TRHR ag -0.3, TRHR enhancer -2 and D1 potentiator -9.
Screening CC1CCCN(C/C(O)=C(\C#N)c2nc3ccccc3[nH]2)C1 (stereo not drawn) returned RXFP1 antagonist -17, D2 PAM -23, RXFP1 agonist -0.6%, D1 ag 0, Apoferritin bind -3%, D1 antag 1, TRHR ag 0.9, TRHR enhancer -2 and D1 potentiator 8.
`O=C1[C@@H]2[C@H](C(=O)N1Cc1cccnc1)[C@H]1C=C[C@@H]2C1` gave RXFP1 antagonist 11, D2 PAM -6, RXFP1 agonist 0.2%, D1 ag -3, Apoferritin bind -11%, D1 antag 3, TRHR ag -0.3, TRHR enhancer -5 and D1 potentiator -3.
For Cc1nnc(SCC(=O)N(C)Cc2ccccc2)[nH]c1=O the results were RXFP1 antagonist 0, D2 PAM -1, RXFP1 agonist 1.0%, D1 ag 2, Apoferritin bind -8%, D1 antag -3, TRHR ag -0.1, TRHR enhancer 1 and D1 potentiator -4.
For O=S1(=O)CC(O)C(N(CCO)C(=S)Nc2ccccc2)C1 (stereo not drawn) the results were RXFP1 antagonist -1, D2 PAM 6, RXFP1 agonist 0.2%, D1 ag 1, Apoferritin bind -10%, D1 antag 6, TRHR ag 0.2, TRHR enhancer 4 and D1 potentiator -1.
Screening CC(C)(C)C(=O)COC(=O)CCc1nc2ccccc2[nH]c1=O returned RXFP1 antagonist -6, D2 PAM 11, RXFP1 agonist -3.8%, D1 ag 2, Apoferritin bind inconclusive, D1 antag 10, TRHR ag 2.1, TRHR enhancer -2 and D1 potentiator -2.
`COc1cc(SC)ccc1C(=O)OCC(=O)NC1CC1` gave RXFP1 antagonist 3, D2 PAM 0, RXFP1 agonist 2.0%, D1 ag 1, Apoferritin bind -6%, D1 antag 1, TRHR ag -0.4, TRHR enhancer -3 and D1 potentiator 0.
For O=C(c1ccco1)N1CCN(Cc2cc(=O)c(OCc3c(F)cccc3Cl)co2)CC1 the results were RXFP1 antagonist 6, D2 PAM -11, RXFP1 agonist 0.9%, D1 ag 4, D1 antag -1, TRHR ag 0.2, TRHR enhancer 0 and D1 potentiator -1.
COc1ccc(CCNC(=O)c2cccs2)cc1OC was read as RXFP1 antagonist 9, D2 PAM -6, RXFP1 agonist 1.1%, D1 ag 1, Apoferritin bind -6%, D1 antag 5, TRHR ag -0.2, TRHR enhancer -5 and D1 potentiator -4.
`COc1ccc(-c2nc(CSCC(=O)N3CCc4ccccc4C3)c(C)o2)cc1OC` gave RXFP1 antagonist -8, D2 PAM 22, RXFP1 agonist 2.0%, D1 ag 1, Apoferritin bind -11%, D1 antag -6, TRHR ag -1.2, TRHR enhancer 1 and D1 potentiator -3.
`Cc1nn(CC(=O)O)c(=O)c2cc3cc(F)ccc3n12` gave RXFP1 antagonist -10, D2 PAM 1, RXFP1 agonist 16%, D1 ag 4, Apoferritin bind 3%, D1 antag 17, TRHR ag -0.2, TRHR enhancer 5 and D1 potentiator -3.
O=C(CSc1ccc2ccccc2c1)NCCc1ccc(O)c(O)c1 was read as RXFP1 antagonist 5, D2 PAM -18, RXFP1 agonist 5.2%, D1 ag 5, Apoferritin bind -18%, D1 antag -20, TRHR ag 0.3, TRHR enhancer 3 and D1 potentiator 1.
`CC(C)C[C@H](NC(=O)OC(C)(C)C)c1nnc(SCc2ccccc2)o1` gave RXFP1 antagonist -21, RXFP1 agonist 1.7%, D1 ag 3, Apoferritin bind -13%, TRHR ag 0.2, TRHR enhancer 5 and D1 potentiator -2.
For C/C(=N\NC(=O)c1ccco1)c1cc2ccccc2o1 the results were D2 PAM 12, RXFP1 agonist -1.6%, D1 ag 10, Apoferritin bind -2%, D1 antag -18, TRHR ag -0.9, TRHR enhancer -2 and D1 potentiator 0.
For C=CCOC(=O)/C(=C/c1cccnc1)NC(=O)c1ccccc1 the results were RXFP1 antagonist 1, D2 PAM 3, RXFP1 agonist 1.7%, D1 ag 1, Apoferritin bind 8%, D1 antag 7, TRHR ag 1.3, TRHR enhancer 1 and D1 potentiator -4.
Screening NC(=O)[C@@H]1CCCCNc2c(F)cc([N+](=O)[O-])cc2C(=O)N[C@@H](CC(=O)O)C(=O)NCC(=O)N1 returned RXFP1 agonist 1.4%, D1 ag 0, Apoferritin bind -8%, D1 antag 7, TRHR ag 0.1, TRHR enhancer -1 and D1 potentiator 2.
Screening CCc1noc(C)c1C(=O)N1CCN(S(=O)(=O)c2cccc(C(F)(F)F)c2)CC1 returned RXFP1 antagonist 9, D2 PAM 3, RXFP1 agonist 1.9%, D1 ag 1, D1 antag -15, TRHR ag -1.7, TRHR enhancer 5 and D1 potentiator -7.
`CN(C)c1ccnc(Oc2ccccc2)c1C#N` gave RXFP1 antagonist -18, D2 PAM 9, RXFP1 agonist -4.9%, D1 ag 2, Apoferritin bind -12%, D1 antag -20, TRHR ag -0.4, TRHR enhancer 3 and D1 potentiator -6.
Screening CC(=O)N(C)c1ccc(OCC(O)COc2ccc(N(C)C(C)=O)cc2)cc1 returned RXFP1 antagonist 0, D2 PAM 10, RXFP1 agonist 1.2%, D1 ag 1, Apoferritin bind 1%, D1 antag -3, TRHR ag 0.4, TRHR enhancer -4 and D1 potentiator -4.
Screening CC1=C(C(=O)Nc2cccc(F)c2)C2(CCCCCC2)OC1=O returned RXFP1 antagonist -29, D2 PAM -8, RXFP1 agonist -0.7%, D1 ag 0, Apoferritin bind -11%, D1 antag 9, TRHR ag 1.1, TRHR enhancer -1 and D1 potentiator 4.
Screening O=C(Cn1cc(S(=O)(=O)Cc2cccc(F)c2)c2ccccc21)N1CCOCC1 returned RXFP1 antagonist -2, D2 PAM -10, RXFP1 agonist 0.4%, D1 ag 2, Apoferritin bind -1%, D1 antag 2, TRHR ag 0.6, TRHR enhancer 0 and D1 potentiator 2.
`Cc1ccc2[nH]c(C)c(CCN(Cc3cccnc3)C(=S)NC(C)(C)C)c2c1` gave RXFP1 antagonist -31, D2 PAM -10, RXFP1 agonist -0.7%, D1 ag 10, Apoferritin bind 0%, D1 antag 12, TRHR ag 1.5, TRHR enhancer -1 and D1 potentiator -8.
COC(=O)c1sc2cccc(F)c2c1S(=O)(=O)Nc1ccc(C)cc1Cl was read as RXFP1 antagonist -2, D2 PAM -8, RXFP1 agonist 16%, D1 ag 2, Apoferritin bind inconclusive, D1 antag 9, TRHR ag -0.5, TRHR enhancer 1 and D1 potentiator 1.
Screening CC1CCN(C(=O)C2Cc3ccccc3CN2S(=O)(=O)c2ccc(F)cc2)CC1 (stereo not drawn) returned RXFP1 antagonist 8, D2 PAM -5, RXFP1 agonist 0.8%, D1 ag 1, Apoferritin bind inconclusive, D1 antag 4, TRHR ag -0.2, TRHR enhancer -8 and D1 potentiator 0.
For CC(C)C(=O)Nc1nnc(SCC(=O)N2c3ccccc3CC2C)s1 (stereo not drawn) the results were RXFP1 antagonist 2, D2 PAM 0, RXFP1 agonist -0.2%, D1 ag -1, Apoferritin bind inconclusive, D1 antag -12, TRHR ag -0.5, TRHR enhancer 0 and D1 potentiator 3.

For convenience, part of the list above:
Screening CC1CCN(C(=O)C2Cc3ccccc3CN2S(=O)(=O)c2ccc(F)cc2)CC1 (stereo not drawn) returned RXFP1 antagonist 8, D2 PAM -5, RXFP1 agonist 0.8%, D1 ag 1, Apoferritin bind inconclusive, D1 antag 4, TRHR ag -0.2, TRHR enhancer -8 and D1 potentiator 0.
For CC(C)C(=O)Nc1nnc(SCC(=O)N2c3ccccc3CC2C)s1 (stereo not drawn) the results were RXFP1 antagonist 2, D2 PAM 0, RXFP1 agonist -0.2%, D1 ag -1, Apoferritin bind inconclusive, D1 antag -12, TRHR ag -0.5, TRHR enhancer 0 and D1 potentiator 3.
